Fh CTSL1 inh: Fasciola hepatica cathepsin L1 inhibitors, primary screen, counter-screen for PFM18AAP inhibitor project, biochemical, QFRET, fluorogenic peptide substrate; inhibition, % at 5.96 µM; hit rate 0.49% among 300,000; recombinant F. hepatica cathepsin L1, Z-Leu-Arg-MCA fluorescence; AID 1906, 2009;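 active means inhibition above the mean of all tested compounds plus 3 SD, set per screening campaign, cut at about 17% in these data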;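 further: 0% = plate median of test compound wells and 100% = 1 µM Z-Phe-Ala-diazomethylketone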
core dimer inh: inhibitors of HCV core protein dimerization, primary screen, biochemical, TR-FRET, high-throughput. TR-FRET GST/Flag-core106 dimerization, 1536-well. inhibition, % at 5 µM. hit rate 0.33% among 300,000. AID 1899, 2009;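 active means inhibition above the mean of all tested compounds plus 3 SD, set per screening campaign, cut at about 45% in these data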
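System: GST-tagged and Flag-tagged HCV core protein residues 1-106 / Input: core106 proteins, GST 13.5 nM and Flag 17 nM / Buffer or medium: KF-containing HEPES buffer, pH 7.45, DTT, CHAPS, BSA / Probe or stimulus: Eu-anti-GST and XL665-anti-Flag labelled anti-tag antibodies / Schedule: 4 h, 22.5 °C incubation / Technique: TR-FRET 671 and 617 nm emission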
AHR act: AHR activators, primary screen, cell-based, luminescence, luciferase reporter, human | Aryl hydrocarbon receptor (Homo sapiens), P35869 | AHR-responsive luciferase reporter cells | activation, % at 5 µM | hit rate 2.5% among 320,000; in the data active means activation above about 47%;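 further: 0% = vehicle wells and 100% = reference agonist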
PP1 inh: PP1-alpha phosphatase inhibitors, primary screen, counter-screen for PP5 inhibitor project, biochemical, fluorescence, OMFP substrate, single point. Serine/threonine-protein phosphatase PP1-alpha catalytic subunit (Homo sapiens), P62136. purified PP1alpha. inhibition, % at 6.7 µM. hit rate 0.9% among 320,000. AID 2235, 2010;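 active means inhibition above the mean inhibition of all tested compounds plus 3 SD, computed separately for each screening campaign, cut at about 15% in these data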
Target sequence (P62136 whole entry, looked up): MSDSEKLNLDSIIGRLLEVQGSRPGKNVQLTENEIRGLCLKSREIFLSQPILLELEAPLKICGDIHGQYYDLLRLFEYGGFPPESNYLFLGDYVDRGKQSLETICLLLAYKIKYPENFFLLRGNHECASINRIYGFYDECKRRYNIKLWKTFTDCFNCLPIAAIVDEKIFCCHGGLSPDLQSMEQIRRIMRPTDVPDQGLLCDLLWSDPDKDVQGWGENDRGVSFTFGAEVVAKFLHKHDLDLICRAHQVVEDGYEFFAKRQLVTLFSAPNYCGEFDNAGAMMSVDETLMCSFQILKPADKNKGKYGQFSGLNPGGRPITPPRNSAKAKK
proCasp7 act: procaspase-7 activators, primary screen, counter-screen for procaspase-3 activator project, biochemical, absorbance, HTS, human; hit rate 0.093% among 330,000; AID 463210, 2010; Caspase-7 (Homo sapiens), P55210; activation, % at 8.5 µM; recombinant procaspase-7, Ac-DEVD-pNA absorbance 405 nm; D23A/D198A/D206A triple mutant, cannot self-cleave; scale: DMSO 0, 5 µM enzyme 100;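 active means percent activation above the screen-wide mean plus 3 SD, cut at about 25% in these data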
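Test system: Procaspase-7 triple mutant (PC-7 D3A). Also added: Ac-DEVD-pNA substrate, 400 µM as added. Schedule: 1 h enzyme–compound preincubation and 2 h substrate reaction, both 25 °C. Signal: p-Nitroaniline absorbance at 405 nm, read at 0 and 120 min. Control set: low DMSO alone, high DMSO plus 5 µM PC-7.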
TPT1 inh: Candida albicans TPT1 enzyme inhibitors, primary screen, biochemical, fluorescence polarization | tRNA 2'-phosphotransferase TPT1 (Candida albicans SC5314) | recombinant caTPT1, FP RNA substrate dephosphorylation | inhibition, % at 5 µM | hit rate 0.81% among 300,000;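 active means inhibition above the mean of all tested compounds plus 3 SD, set per screening campaign, cut at about 24% in these data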;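 further: plate controls were DMSO alone for no effect and ferristatin control at 100 nM for full effect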
PAFAH2 FP inh: PAFAH2 enzyme inhibitors, primary screen, biochemical, fluorescence polarization, human | inhibition, % at 3.39 µM | recombinant PAFAH2, FP-rhodamine activity probe | Platelet-activating factor acetylhydrolase 2, cytoplasmic (Homo sapiens), Q99487 | hit rate 0.99% among 340,000 | AID 492956, 2010;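 active means inhibition above the mean over all tested compounds plus 3 SD, cut at about 30% in these data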;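 further: inhibitors block probe labeling of enzyme so polarization drops; 0% = enzyme with DMSO and 100% = wells lacking PAFAH2 protein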
procasp3 activ: activators of human procaspase-3 D3A mutant, primary screen, biochemical, absorbance, PC-3 D3A mutant, single concentration; hit rate 0.11% among 330,000; AID 463141, 2010; recombinant procaspase-3 D3A, Ac-DEVD-pNA absorbance 405 nm; activation, % at 8.5 µM; Caspase-3 (Homo sapiens), P42574;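 active means activation above the mean of all tested compounds plus 3 SD, cut at about 21% in these data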;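 further: 0% = DMSO alone and 100% = DMSO wells spiked with extra 5 µM PC-3 D3A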
Target sequence (P42574 whole entry D9A/D28A/D175A): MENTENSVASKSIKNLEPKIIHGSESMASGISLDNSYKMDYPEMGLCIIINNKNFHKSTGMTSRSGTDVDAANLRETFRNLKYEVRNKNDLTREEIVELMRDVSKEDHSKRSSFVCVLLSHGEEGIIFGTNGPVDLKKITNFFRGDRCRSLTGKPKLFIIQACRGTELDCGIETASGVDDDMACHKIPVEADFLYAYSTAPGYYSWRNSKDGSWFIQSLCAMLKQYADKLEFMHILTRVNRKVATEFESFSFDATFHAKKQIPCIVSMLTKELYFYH
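material = Procaspase-3 D3A mutant | probe or stimulus = Ac-DEVD-pNA | compound = single dose, 8.5 µM nominal compound, 0.8% DMSO | timing = 1 h preincubation, 2 h reaction | measured by = 405 nm absorbance of p-nitroaniline, reads at 0 and 120 min | benchmarks = DMSO-only low control, 5 µM PC-3 D3A high control | repeats = singlicate, each compound tested once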
PP5 primary: PP5 phosphatase inhibitors, primary screen, biochemical, fluorescence | purified PP5c, OMFP substrate fluorescence | hit rate 0.18% among 320,000 | inhibition, % at 6.7 µM;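 active means inhibition above the campaign's mean inhibition across all tested compounds plus 3 SD, cut at about 9.5% in these data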;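 further: 0% = DMSO only and 100% = 100 µM cantharidin control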
Target sequence (P53041 whole entry, looked up): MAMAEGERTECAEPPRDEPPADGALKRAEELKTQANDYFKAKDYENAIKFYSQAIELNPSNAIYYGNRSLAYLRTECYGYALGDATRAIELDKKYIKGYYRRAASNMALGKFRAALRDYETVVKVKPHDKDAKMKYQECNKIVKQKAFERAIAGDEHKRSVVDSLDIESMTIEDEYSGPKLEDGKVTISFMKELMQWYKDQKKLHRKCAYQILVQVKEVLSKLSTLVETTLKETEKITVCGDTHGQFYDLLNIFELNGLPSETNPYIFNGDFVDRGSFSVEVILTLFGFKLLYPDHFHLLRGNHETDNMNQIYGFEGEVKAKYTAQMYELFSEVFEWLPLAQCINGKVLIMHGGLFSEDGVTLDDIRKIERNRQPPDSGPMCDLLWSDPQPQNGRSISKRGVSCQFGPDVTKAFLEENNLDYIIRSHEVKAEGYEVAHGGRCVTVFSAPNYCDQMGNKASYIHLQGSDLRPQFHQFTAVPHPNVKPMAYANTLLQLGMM
* hit, by the source's call; / = no result given.

SMILES | Fh CTSL1 inh | core dimer inh | AHR act | PP1 inh | proCasp7 act | TPT1 inh | PAFAH2 FP inh | procasp3 activ | PP5 primary
O=C(NCC(c1ccco1)N1CCCC1)c1cccc(S(=O)(=O)N2CCOCC2)c1 (stereo not drawn) | / | / | 0 | -4 | -5 | / | 1 | 5 | 3.8
Cc1nc(NC(C)c2ccccc2)c2oc3ccccc3c2n1 (stereo not drawn) | 3 | 2 | 3 | 3 | 6 | 4 | -4 | -6 | 5.3
CCN1C(=O)NC(c2ccccc2)C1=O (stereo not drawn) | 2 | 10 | 1 | -1 | 9 | 0 | -1 | 9 | 1.7
O=C(CSCc1ccc(Cl)cc1)NCCSCc1ccco1 | 7 | 5 | 0 | -5 | -2 | 2 | 8 | -7 | -3.6
COCCN1C(=O)c2oc3ccccc3c(=O)c2C1c1cccc(O)c1 (stereo not drawn) | 4 | 0 | -2 | -2 | -6 | -2 | 0 | -1 | -1.7
Cc1c(C(C)(C)C)c(C=S)n2ccccc12 | 10 | 2 | -1 | -1 | 0 | -5 | 7 | 5 | -0.2
O=C(NCc1ccncc1)c1nc(-c2ccc(C(F)(F)F)cc2)no1 | 1 | 1 | 12 | 0 | 4 | 0 | -2 | 15 | -0.8
CS(=O)(=O)N(CCc1ccccc1)CC(=O)NCC1CCCO1 (stereo not drawn) | -2 | -2 | 0 | -2 | 4 | -4 | -3 | 2 | -1.4
Cc1ccc(C)c(NC(=S)NCc2cccn2C)c1 | -2 | 2 | -1 | -5 | -2 | 3 | / | -1 | -2.5
CC(=O)NC(CCS(C)(=O)=O)C(=O)Nc1cccc(C(C)=O)c1 (stereo not drawn) | 0 | -3 | 0 | 1 | -1 | -1 | -2 | -1 | -2.3
CC1Cc2ccccc2N1S(=O)(=O)c1cccc(C(=O)NCc2ccco2)c1 (stereo not drawn) | / | / | 1 | / | 1 | / | 8 | 1 | /
FC(F)Oc1ccc(NC(=S)Nc2ccc3cn[nH]c3c2)cc1 | 3 | -5 | 22 | -2 | -17 | 2 | -7 | 3 | 0.0
Cc1ccc(S(=O)(=O)NCc2nc3ccccc3[nH]2)cc1 | -3 | 14 | 3 | -1 | 5 | -1 | 9 | 7 | 0.2
CCCCCCOC(=O)Sc1nc2ccccc2o1 | 0 | 1 | -6 | 6 | -23 | 0 | 7 | -5 | 2.8
Fc1ccc(NC(=S)N/N=C/c2ccc(F)c(F)c2)c(F)c1 | 0 | 0 | 9 | 2 | 0 | -2 | -1 | -6 | 0.0
CC(C)C(=O)NC(c1ccco1)c1ccc2cccnc2c1O (stereo not drawn) | -1 | 3 | 0 | 1 | 4 | -4 | 1 | 14 | -0.4
O=C(NC(=S)N1CCN(Cc2ccc3c(c2)OCO3)CC1)c1cccc(Br)c1 | 4 | -9 | 1 | -1 | 3 | 1 | 0 | -4 | -0.7
COC(=O)CCC(=O)Nc1ccc2oc3c(c2c1)CCCC3 | 0 | 0 | -1 | 4 | 2 | 0 | 14 | 1 | 1.8
COc1ccc(CN2C(=O)c3cccnc3C2Nc2ccc(C)cc2)cc1 (stereo not drawn) | 0 | 27 | 4 | 9 | 6 | 4 | 7 | 2 | -1.1
O=C1NC(c2ccccn2)Nc2sc3c(c21)CCC3 (stereo not drawn) | 5 | 0 | 19 | 8 | -62 | -8 | 11 | -54 | -0.3
COc1ccc(NC(=O)CSc2nnnn2C2CCCCC2)c(OC)c1 | 2 | -6 | -1 | -2 | 0 | 1 | 10 | -7 | 2.1
COc1ccc(OCCCC(=O)OC(C)C(=O)Nc2ccc(NC(C)=O)cc2)cc1 (stereo not drawn) | -15 | 2 | 3 | -3 | 0 | -2 | -9 | 0 | 2.3
CCC(c1nnnn1CCOC)N1CCN(C(=O)c2ccco2)CC1 (stereo not drawn) | 2 | 1 | 0 | 0 | 1 | -3 | 7 | -10 | -1.7
COC(=O)[C@]1(Cc2ccccc2)N[C@H](CN(C)S(=O)(=O)c2ccc(C)cc2)[C@@H]2C(=O)N(Cc3ccccc3)C(=O)[C@@H]21 | / | / | -1 | / | 11 | / | 0 | 4 | /
CCOC(=O)C1CCN(C(=O)CCC(=O)NNc2nc3ccccc3c3nc(C)nn23)CC1 | 2 | 2 | -2 | -2 | -4 | -1 | -2 | 1 | 1.6
Next entries follow.
SMILES | Fh CTSL1 inh | core dimer inh | AHR act | PP1 inh | proCasp7 act | TPT1 inh | PAFAH2 FP inh | procasp3 activ | PP5 primary
O=C(O)CSc1ncnc2sc(-c3ccccc3)cc12 | -1 | 6 | 1 | -1 | 9 | 2 | 2 | 0 | -0.4
O=C(c1ccncc1)N1CCN(CCc2ccccc2)CC1 | -1 | 7 | -1 | 2 | 8 | 1 | 10 | 0 | -1.6
CCN1C(=O)CC(c2ccc(OC(C)C)cc2)C1=O (stereo not drawn) | 5 | -1 | 1 | -1 | 12 | -1 | 5 | -7 | -0.2
O=C(O)CCSc1nnc(COc2ccc(Cl)cc2)n1-c1ccccc1 | 1 | -3 | -1 | 2 | -6 | 1 | 4 | 9 | -2.3
COc1ccc(-c2cc(C(=O)NN)n(-c3ccccc3)n2)cc1 | 9 | -5 | 14 | 6 | -3 | 3 | 1 | -1 | -1.7
O=C1N=C(N2CCN(c3ccccc3)CC2)S/C1=C/c1ccco1 | -2 | 8 | -6 | 0 | 7 | 4 | -7 | -1 | 2.5
COC(=O)c1cc(/C=C/c2ccccc2)[nH]n1 | 0 | -5 | 6 | 1 | -8 | 3 | -10 | 8 | 0.1
CCCNC(=O)Nc1cccc(C(=O)OC)c1 | -2 | -1 | 2 | -4 | 9 | -3 | 7 | 0 | 1.8
Cc1ccc(NC(=S)NNC(=S)NCc2ccccc2)cc1 | 7 | -4 | 0 | -1 | -17 | 6 | 8 | -1 | 3.1
C=C1C(C(=O)N2CCOCC2)C1C(=O)N1CCOCC1 (stereo not drawn) | -2 | -4 | 2 | -4 | -1 | 1 | -2 | -2 | 0.5
O=C1C=C(c2cccc(O)c2)CCC1 | 0 | 2 | 0 | -2 | 6 | 1 | 1 | 2 | 0.4
Clc1ccc(CSc2nnc(-c3ccncc3)o2)c(Cl)c1 | -2 | 6 | 1 | 7 | 2 | -1 | 2 | 9 | 5.0
Cc1cc(C(=O)CSc2n[nH]c(N)n2)c(C)n1C1CC1 | 10 | 2 | 3 | -1 | -6 | 4 | 5 | -6 | -3.4
O=C(NCc1ccco1)C1CCN(c2ccc(S(=O)(=O)N3CCOCC3)cc2[N+](=O)[O-])CC1 | 0 | -1 | -1 | -3 | -3 | 2 | -5 | -8 | 2.2
CCCCN(C)CCNC(=O)c1cc(-c2cccnc2)nc2ccc(S(=O)(=O)N3CCC(C)CC3)cc12 | 4 | -11 | 1 | 6 | -14 | 0 | 1 | 6 | 2.0
Cn1c(=O)c2c(nc(SCC(=O)NC34CC5CC(CC(C5)C3)C4)n2C)n(C)c1=O | 5 | -5 | -2 | 0 | -13 | 1 | 0 | 8 | -0.5
c1ccc(C2=Nc3c(ccc4ccccc34)C(c3ccncc3)=NN2)cc1 | -1 | -4 | 80* | -1 | 4 | 0 | 2 | 4 | 1.9
CCN(CC)S(=O)(=O)c1cc(C)ccc1NC(=S)Nc1cccnc1 | -2 | 1 | 15 | -5 | 0 | 0 | -10 | 2 | -2.4
COc1ccc(N2C(=O)NC(NS(=O)(=O)c3ccccc3)(C(F)(F)F)C2=O)cc1 (stereo not drawn) | 3 | -36 | -2 | 2 | 0 | -2 | 1 | 12 | 0.6
COc1ccc(OC)c(Nc2nc(C3CC3)nc3c2nnn3Cc2ccccc2)c1 | 1 | 6 | 3 | 1 | 11 | -1 | -3 | 0 | 1.8
CN(CC(=O)Nc1cccc(F)c1)C(=O)c1ccc(-c2ccc(Cl)cc2)o1 | 3 | 1 | 11 | 0 | -14 | 1 | 0 | -10 | 1.7
O=C(COC(=O)CNC(=O)c1ccccc1)NC1CCCCC1 | / | / | -1 | 0 | -1 | / | 1 | 0 | 0.2
Cc1cc(NC(=O)CCN2CCN(C)CC2)ccc1Br | -1 | 1 | -1 | -3 | 10 | -2 | -3 | 4 | -2.3
COc1ccccc1NC(=O)c1ccc(CS(=O)(=O)c2ccc(C)cc2)cc1 | 1 | 8 | 6 | 2 | 2 | 0 | -2 | 5 | 5.6
Cc1nc(N2CCCC2)c2nnn(Cc3ccccc3Cl)c2n1 | 18* | 0 | 5 | 4 | 0 | -2 | -9 | 5 | 4.2
Next part.
SMILES | Fh CTSL1 inh | core dimer inh | AHR act | PP1 inh | proCasp7 act | TPT1 inh | PAFAH2 FP inh | procasp3 activ | PP5 primary
CC(=O)Nc1c(C)ccc(CNC(=O)COc2ccc(F)cc2)c1C | -6 | -8 | 6 | -3 | 6 | -2 | 1 | 2 | 3.0
CC(C)(C)OC(=O)N1CCC2(CC1)Oc1ccc(F)cc1C(=O)C21CC(c2ccc(Cl)cc2)=NO1 (stereo not drawn) | -2 | -5 | -5 | 6 | -1 | -5 | / | 6 | 4.5
CC(O)CNC(=S)Nc1ccccc1 (stereo not drawn) | -1 | 3 | -1 | 3 | 9 | -1 | -3 | 1 | -1.1
COc1cc(OC)cc(C(=O)N[C@H](C(=O)Nc2c(C)n(C)n(-c3ccccc3)c2=O)C(C)C)c1 | / | / | -1 | / | 0 | / | 4 | 7 | /
CC(C)=C(NC(=O)c1ccco1)C(=O)NCCc1nc2ccccc2[nH]1 | -3 | -4 | -1 | -1 | 9 | -8 | 12 | 3 | -0.2
CCOC(=O)c1cn2c(C)cccc2n1 | 1 | 0 | 3 | -12 | 6 | -1 | 7 | 3 | -2.1

Given with two lines to a compound: entries from further up.
Second line of a record: Fh CTSL1 inh, core dimer inh, AHR act, PP1 inh, proCasp7 act, TPT1 inh, PAFAH2 FP inh, procasp3 activ, PP5 primary
- CC(C)=C(NC(=O)c1ccco1)C(=O)NCCc1nc2ccccc2[nH]1
    -3, -4, -1, -1, 9, -8, 12, 3, -0.2
- CC(=O)NC(CCS(C)(=O)=O)C(=O)Nc1cccc(C(C)=O)c1 (stereo not drawn)
    0, -3, 0, 1, -1, -1, -2, -1, -2.3
- CCCNC(=O)Nc1cccc(C(=O)OC)c1
    -2, -1, 2, -4, 9, -3, 7, 0, 1.8

Screens as filed in PubChem BioAssay.
